Cardio protect – protects H9c2 cardiomyocytes from peroxide injury. H2O2 injury protection, ATPLite, 2 h. protection from H2O2 cell death, % at 20 µM. 360,000 tested, 0.63% active. AID 588492;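 active = compounds giving at least 50% protection of heart cells from peroxide-induced death in the single-dose screen, raw or plate-pattern-corrected value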;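 also: 0% = DMSO wells with peroxide and 100% = DMSO wells without peroxide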
ABHD5-PLIN5 inh – blocks binding of human ABHD5 to perilipin-5; AID 602281; Split G. princeps luciferase complementation, luminescence, 4 h; 360,000 tested, 0.78% active; inhibition, % at 4 µM; Q00G26+Q8WTS1;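 active = inhibition above the mean inhibition across every tested compound plus 3 SD, cut at about 22% in these data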;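 also: 0% = DMSO only wells and the 100% control is not disclosed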
MC4R ag barr – human MC4R agonism via beta-arrestin; U2OS MC4R beta-arrestin complementation, luminescence; percent of melanotan II response, DMSO zero; P32245; AID 540308; activation, % at 8.9 µM; 360,000 tested, 0.98% active;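 active = activation above a per-plate cutoff, the mean activation of sample wells on that plate plus 3 SD, cut at about 8% in these data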
Glyco luc inh – blocks N-linked glycosylation in D54 reporter cells; 360,000 tested, 0.23% active; D54 ERlucT glycosylation luciferase reporter, 24 h; percent of 100 nM tunicamycin response; reporter increase, % at 12.5 µM;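 active = mean luciferase reporter signal, scaled so untreated is 0 and the glycosylation-blocking control 100, at or above a set limit in every replicate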;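 also: luciferase carries N-glycosylation sites so blocking glycosylation raises the light; 0% = median of neutral control wells and 100% = median of 100 nM tunicamycin wells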
m5-HT2A agonist – mouse HTR2A agonism via beta-arrestin recruitment | activation, % at 7.6 µM | 360,000 tested, 0.66% active | P35363 | CHO-K1 mHTR2A beta-arrestin complementation, luminescence; percent of 30 µM serotonin response;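 active = activation above a run cutoff, the mean activation of all tested compounds plus 3 SD, cut at about 14% in these data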;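 also: 0% = plate median of compound wells and 100% = 30 µM serotonin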
TLR9-MyD88 inh – inhibitors of human TLR9-MyD88 binding | AID 504734 | inhibition, % at 4.98 µM | 340,000 tested, 0.21% active | CHO BLA complementation TLR9-MyD88, CCF4 FRET ratio;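 active = inhibition above the mean over all tested compounds plus 3 SD, cut at about 21% in these data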;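 also: 0% = DMSO only wells and 100% = clavulanate BLA inhibitor control wells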
MC4R antagonist – antagonists of human melanocortin 4 receptor (MC4R); P32245; MC4R-expressing cells, MTII-stimulated cAMP, LANCE TR-FRET; inhibition, % at 6.5 µM; 360,000 tested, 0.48% active; AID 540295;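 active = inhibition above its plate's cutoff, the mean of tested wells on that plate plus 3 SD, cut at about 29% in these data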;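 also: 0% = Melanotan II alone and 100% = Melanotan II plus saturating MCL0020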
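System: U2OS-MC4R stable cell line; Technique: Eu-cAMP/anti-cAMP TR-FRET, emission 671 nm; Repeats: single well per compound; Also added: Melanotan II; Dosing: one concentration, 6.5 µM nominal; Schedule: 30-min compound, 1-h challenge, 1-h detection, room temperature.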
ABCB6 inh 2 – blocks the human ABCB6 transporter; K562-ABCB6 porphyrin accumulation, flow cytometry, 1 h; hits give low values; fluorescence ratio to DMSO, % at 10 µM; 360,000 tested, 0.19% active; AID 602162;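 active = fluorescence ratio to DMSO below 75%, the collection mean minus 3 SD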;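 also: signal is porphyrin accumulated inside mitochondria; 100% equals median channel fluorescence of DMSO control wells; lower ratio means ABCB6 inhibition with less porphyrin fluorescence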
Target sequence (Q9NP58 whole entry, looked up): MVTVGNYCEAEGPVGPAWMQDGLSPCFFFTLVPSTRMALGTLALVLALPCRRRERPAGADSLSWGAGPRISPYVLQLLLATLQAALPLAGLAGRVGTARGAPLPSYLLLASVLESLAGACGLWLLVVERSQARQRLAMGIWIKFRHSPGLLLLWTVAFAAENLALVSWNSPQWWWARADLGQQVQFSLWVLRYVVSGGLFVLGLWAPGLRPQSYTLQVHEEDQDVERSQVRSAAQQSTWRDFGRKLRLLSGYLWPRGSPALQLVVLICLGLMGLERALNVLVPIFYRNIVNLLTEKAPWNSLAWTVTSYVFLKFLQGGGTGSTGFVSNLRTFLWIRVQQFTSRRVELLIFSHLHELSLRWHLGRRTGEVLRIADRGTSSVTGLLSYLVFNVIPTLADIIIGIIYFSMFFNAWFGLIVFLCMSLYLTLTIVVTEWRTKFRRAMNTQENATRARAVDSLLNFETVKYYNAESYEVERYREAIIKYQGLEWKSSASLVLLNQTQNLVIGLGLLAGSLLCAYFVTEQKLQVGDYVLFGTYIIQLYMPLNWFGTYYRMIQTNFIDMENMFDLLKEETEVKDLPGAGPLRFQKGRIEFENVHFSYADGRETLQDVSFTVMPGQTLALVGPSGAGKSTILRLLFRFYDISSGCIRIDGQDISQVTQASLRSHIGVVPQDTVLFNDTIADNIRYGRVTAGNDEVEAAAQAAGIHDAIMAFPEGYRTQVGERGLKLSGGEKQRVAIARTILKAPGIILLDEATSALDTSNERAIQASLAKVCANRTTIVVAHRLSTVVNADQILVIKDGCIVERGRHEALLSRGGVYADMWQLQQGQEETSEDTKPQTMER
NCOA2 inhibitor – inhibits human steroid receptor coactivator 2; AID 651957; inhibition, % at 9 µM; 370,000 tested, 0.17% active; Q15596; HEK293 GAL4-SRC2 luciferase reporter, luminescence;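 active = inhibition above the mean inhibition of all tested compounds plus 3 SD, set per campaign, cut at about 52% in these data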;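 also: 0% = DMSO treated cells and 100% = cells given Gossypol at 36 µM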
NOD2-RIPK2 inh – inhibitors of human NOD2-RIPK2 interaction. 360,000 tested, 0.38% active. inhibition, % at 4.98 µM. O43353. CHO BLA complementation NOD2-RIPK2, CCF4 ratio. AID 624267; in the data active = inhibition above about 21%;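 also: 0% = vehicle only and 100% = reference blocker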
* marks the source's active call; other numbers are inactive results; x = not tested or not shown. The list is partial; rates above refer to the full screens.

1) CCCCOC(=O)c1ccc(NC(=O)Nc2ccc(OC)c(OC)c2)cc1
2) CC(=O)OC[C@@H]1CN(Cc2cccc(C(F)(F)F)c2)C[C@H](n2cnc3c(NCc4ccco4)ncnc32)O1
3) COc1cc(/C=C/C(=O)Nc2ccc(S(=O)(=O)Nc3onc(C)c3C)cc2)cc(OC)c1OC
4) COc1ccc(-c2cccc(NS(=O)(=O)c3cccc([N+](=O)[O-])c3)c2)nn1
5) CCCOC(=O)c1ccc(-c2c(C)noc2-c2ccc(OC)cc2O)o1
6) O=C(Cc1cn(-c2ccccc2)nc1-c1ccccc1)N1CCCCC1
7) CCOC(=O)N1CCN(C(=O)C(NS(=O)(=O)c2cccc3nsnc23)c2ccccc2)CC1 (stereo not given)
8) COc1ccccc1NC(=O)c1ccc(-n2cncn2)nc1
9) COc1ccc(-c2nc(CSCC(=O)NC3CCCC3)c(C)o2)cc1OC
10) CCN(C(=O)COC(=O)c1cccnc1)c1cccc2ccccc12
screen / no.	1	2	3	4	5	6	7	8	9	10
Cardio protect	7	6	6	-5	-5	8	0	4	0	5
ABHD5-PLIN5 inh	0	5	-3	-3	-8	3	0	7	12	13
MC4R ag barr	-0.3	4.7	0.4	-1.9	6.1	0.9	-2.2	-2.5	0.7	-1.1
Glyco luc inh	-1	0	1	1	-6	-1	2	2	3	-2
m5-HT2A agonist	5	5	8	17*	0	4	5	2	0	6
TLR9-MyD88 inh	-2	x	0	-7	-3	-7	-7	1	4	2
MC4R antagonist	2	-6	12	5	-2	11	2	8	5	0
ABCB6 inh 2	102	86	103	98	95	98	93	105	97	98
NCOA2 inhibitor	1	12	-30	18	7	12	-30	-16	6	3
NOD2-RIPK2 inh	4	-3	-6	8	2	-15	-1	9	-8	-7

11) CC1C(=O)N(Cc2cn(CCC3OCCCO3)nn2)CCS(=O)(=O)N1Cc1ccc(-c2ccc(Cl)c(Cl)c2)cc1 (stereo not given)
12) C=CCC(Nc1ccco1)c1ccccc1 (stereo not given)
13) Cc1cccc2cc(C3CC(c4cccs4)=NN3S(C)(=O)=O)c(Cl)nc12 (stereo not given)
14) Cc1cc(C)c(S(=O)(=O)N2CCOC2CNC(=O)C(=O)NCCCn2ccnc2)c(C)c1 (stereo not given)
15) CCn1nnnc1SCC(=O)c1ccc(C)cc1C
16) COc1ccc(-c2csc(C(O)c3ccccc3)n2)cc1 (stereo not given)
17) CC1(C)CC2CC(C)(CN2C(=O)COC(=O)c2ccccc2C(F)(F)F)C1 (stereo not given)
18) CCOC(=O)CSc1nc2sccc2c(=O)[nH]1
19) Cc1ccc(C(=O)CC(Nc2ccc(F)cc2)c2ccccc2)cc1 (stereo not given)
20) Cc1nc(C)c(-c2ccc(SCc3ccccc3F)nn2)s1
screen / no.	11	12	13	14	15	16	17	18	19	20
Cardio protect	-11	1	-7	-10	-13	-3	11	4	-7	-4
ABHD5-PLIN5 inh	6	0	6	-6	1	-3	6	-3	-5	-8
MC4R ag barr	-1.0	1.2	-1.3	2.5	-1.0	-0.8	2.5	-2.9	8.9*	-1.8
Glyco luc inh	-2	2	-5	0	-9	0	0	1	1	0
m5-HT2A agonist	5	-4	-4	4	-4	2	-2	-1	-2	-1
TLR9-MyD88 inh	-2	-3	-3	2	-7	x	6	10	-19	12
MC4R antagonist	12	2	20	-1	5	8	7	8	2	7
ABCB6 inh 2	97	102	100	107	95	93	91	86	98	93
NCOA2 inhibitor	12	-18	-4	2	-49	-74	25	-5	-17	-34
NOD2-RIPK2 inh	1	-2	7	-11	-6	-5	12	15	-7	-2

21) CCCCN(CCCC)S(=O)(=O)c1c(C)[nH]c(=O)[nH]c1=O
22) COc1ccc(Cl)cc1-c1cc(C(=O)NCc2ccco2)[nH]n1
23) CC1CCCC(C)N1C(=O)Cn1cc(/C=C2/C(=O)Nc3ccccc32)c2ccccc21 (stereo not given)
24) COc1ccc(C(=O)NCCSCc2cccc(Cl)c2)cc1OC
25) CC1CC1C(=O)OCC(=O)Nc1ccc(S(=O)(=O)N2CCOCC2)cc1 (stereo not given)
26) O=C(CCCOC(=O)c1ccc(O)cc1)c1ccccc1
27) CNC(=O)c1ccc(NC(=O)CCNC(=O)Nc2ccccc2)cc1
28) O=C1C2ON(c3ccc(Cl)cc3)C(c3ccco3)C2C(=O)N1c1ccccc1 (stereo not given)
29) Cc1cc(OCC(=O)OCC(=O)N2CCCc3ccccc32)ccc1Cl
30) COc1cc2nc(CN3CCN(S(=O)(=O)c4ccc(Br)cc4)CC3)[nH]c(=O)c2cc1OC
screen / no.	21	22	23	24	25	26	27	28	29	30
Cardio protect	2	4	0	-5	-6	1	2	2	-6	-2
ABHD5-PLIN5 inh	6	-2	-1	-6	-14	1	7	-5	4	4
MC4R ag barr	-1.8	-0.6	-3.3	0.0	-3.4	-1.7	-1.4	-0.3	0.3	-0.6
Glyco luc inh	1	2	-7	-1	-3	-4	1	1	2	1
m5-HT2A agonist	-1	-6	-6	-9	0	6	-1	1	8	3
TLR9-MyD88 inh	-1	x	6	2	3	6	-1	-1	-8	-3
MC4R antagonist	9	4	4	1	15	-3	-6	2	-1	7
ABCB6 inh 2	102	96	120	100	100	99	98	95	355	95
NCOA2 inhibitor	4	-26	x	-4	1	-39	-41	-3	-26	21
NOD2-RIPK2 inh	4	-7	0	7	-3	0	4	-15	6	15

31) CCC1Nc2ncnc(N3CCCCC3)c2N(Cc2ccc(Br)cc2)C1=O (stereo not given)
32) C[C@@H]1CCC[C@H](C)N1Cc1nc(Cc2ccccc2Cl)no1
33) CCc1ccc(NC2=NC(C(=O)NC3CCCCC3)CC(=O)N2)cc1 (stereo not given)
34) COc1cc(NS(=O)(=O)c2ccc(Br)s2)cc(OC)c1
35) Cc1cc2cc(CCNC(=O)C(C)C)c(=O)[nH]c2cc1C
36) CCC(CC)NC(=O)C1CCN(c2ccc(S(=O)(=O)N3CCOCC3)cc2[N+](=O)[O-])CC1
37) O=C(NCc1ccccn1)c1cccs1
38) COc1ccc(C(=O)NCc2ccc(S(N)(=O)=O)cc2)cc1[N+](=O)[O-]
39) CCOC(=O)c1[nH]c(C=O)c(C(=O)OCC)c1C
40) Cc1cc2ncc(-c3ncc(C(F)(F)F)cc3Cl)cn2n1
screen / no.	31	32	33	34	35	36	37	38	39	40
Cardio protect	2	4	-1	-2	5	1	7	-4	11	-10
ABHD5-PLIN5 inh	-5	-3	-2	-5	-3	0	2	7	2	-4
MC4R ag barr	-2.0	-1.4	0.3	-1.4	-0.2	-1.2	-0.1	-2.1	-4.6	-3.6
Glyco luc inh	1	-2	0	0	2	-1	-1	3	16	-18
m5-HT2A agonist	-9	-2	3	0	-3	-2	0	6	0	-1
TLR9-MyD88 inh	3	2	1	2	-13	3	-4	8	-3	-5
MC4R antagonist	3	6	6	2	9	4	2	-9	-31	12
ABCB6 inh 2	86	97	92	96	97	98	97	100	102	101
NCOA2 inhibitor	-3	21	2	-4	-24	-3	8	0	7	-9
NOD2-RIPK2 inh	-1	-11	0	-3	1	3	-4	3	2	-11

41) c1ccc(C[n+]2csc3ccccc32)cc1
42) COCCCn1c(=O)c2ccccc2n(CC(=O)NC2CCCC2)c1=O
43) COc1cccc(N2CCN(C(=O)c3cccc(NC4=NC5CS(=O)(=O)CC5S4)c3)CC2)c1 (stereo not given)
44) Cc1cccc(N(CC(=O)NCc2ccco2)C(=O)CNS(=O)(=O)c2ccc(F)cc2)c1
45) CC(C)NC(=O)C(C)Oc1ccc(S(=O)(=O)NCc2ccc3c(c2)OCO3)cc1 (stereo not given)
46) Cc1nnsc1C(=O)Nc1ccc(S(=O)(=O)N2CCCCC2C)cc1 (stereo not given)
47) CCOC(=O)CN(C(=O)CNC(=O)c1cccs1)C(C(=O)NC1CCCC1)c1cccnc1 (stereo not given)
48) Cc1nnc(SCc2c(Cl)cccc2Cl)n(N)c1=O
49) COc1ccccc1NC(=O)C(=O)c1cn(CC(=O)N2CCOCC2)c2ccccc12
50) CNC(=O)c1ccc(NC(=O)Nc2ccccc2)cc1
screen / no.	41	42	43	44	45	46	47	48	49	50
Cardio protect	-2	3	5	-6	-2	-5	8	-4	0	0
ABHD5-PLIN5 inh	14	7	1	4	-9	7	0	0	1	4
MC4R ag barr	-1.2	-0.7	0.2	0.7	-0.9	-1.5	-2.9	-3.4	-2.3	-1.5
Glyco luc inh	3	2	2	-1	-1	-2	0	-1	2	2
m5-HT2A agonist	3	2	0	6	-2	-1	-6	1	-3	-2
TLR9-MyD88 inh	2	-3	6	-5	0	-7	8	-7	-7	-1
MC4R antagonist	-2	3	5	10	4	2	10	6	11	-3
ABCB6 inh 2	109	99	93	104	99	106	87	95	105	104
NCOA2 inhibitor	-15	-7	-25	-21	-18	-23	-5	19	-18	-32
NOD2-RIPK2 inh	-1	4	4	-8	2	-1	-1	-74	-16	-4
